Compound activity deposited in PubChem by several laboratories.
HCV NS3 hel inh – HCV NS3 helicase inhibition; 290,000 tested, 0.56% active; AID 1800; inhibition, % at 10.9 µM; NS3 helicase DNA unwinding, Cy5 molecular beacon fluorescence;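 active = inhibition above the mean of all tested compounds plus 3 SD, set per campaign, cut at about 35% in these data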;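 note: 0% = DMSO wells and 100% = thioflavine S control wells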
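System: Hepatitis C virus NS3 helicase domain fragment enzyme | Reagent: Annealed dual-labelled DNA beacon duplex, ATP-started | Compound dosing: 10.9 µM single point, 0.8% DMSO | Incubation: 1 h reaction at 25 °C, ATP-initiated | Technique: Cy5 fluorescence | Evaluation: Percent inhibition from t60/t0 fluorescence ratio | Benchmarks: Low DMSO, high thioflavine S at 110 µM | Replication: Singlicate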
UBC9 SUMO inh – SUMOylation inhibition; HTRF SUMOylation assay, SAE1/SAE2 + UBC9, in vitro; inhibition, % at 35 µM; 290,000 tested, 0.36% active; in the data active = inhibition above about 50%, passing the limit was not always enough; note: strong numbers were not always called active
M18AAP inhibitor – PfM18AAP enzyme inhibition. recombinant PfM18AAP, H-Glu-NHMec fluorogenic cleavage. inhibition, % at 7.35 µM. 290,000 tested, 1.2% active. AID 1822;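 active = inhibition above the campaign mean inhibition over all tested compounds plus 3 SD, cut at about 28% in these data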;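 note: 0% = plate median of test compound wells and 100% = 2 mM ZnCl2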
FID counter – counter-screen for HCV NS3 helicase inhibitors: DNA intercalator displacement | DNA fluorescent intercalator displacement, fluorescence | inhibition, % at 7.9 µM | 290,000 tested, 0.17% active | AID 1845; in the data active = inhibition above about 37%;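 note: 0% = vehicle and 100% = reference compound; higher means more ethidium bromide displaced from hairpin DNA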
IDE inh – cellular human IDE inhibition. P14735. HEK cells, FAbetaB cleavage, fluorescence polarization. inhibition, % at 5.59 µM. 320,000 tested, 0.41% active. AID 434962;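 active = percent inhibition above the average of all tested compounds plus 3 SD, set per screening campaign, cut at about 16% in these data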;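 note: IDE supplied by intact live HEK cells; FP after avidin binding of uncleaved biotin substrate so inhibition keeps polarization high; 0% = DMSO wells and 100% = 60 µM reference IDE inhibitor Ii1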
VIM-2 inhibitor – inhibitors of Pseudomonas aeruginosa VIM-2 metallo-beta-lactamase; inhibition, % at 5.6 µM; AID 1527; purified VIM-2, nitrocefin hydrolysis, epi-absorbance fluorescence; 290,000 tested, 0.89% active;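 active = inhibition above the mean of all tested compounds plus 3 SD, cutoff set per screening run, cut at about 7.5% in these data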;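 note: red hydrolysis product quenches plate fluorescence so inhibitors raise well fluorescence; 0% = enzyme with DMSO and 100% = DMSO without enzyme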
IDE cell activ – activators of human insulin-degrading enzyme in cells. 340,000 tested, 0.073% active. HEK cells, FAbeta-B cleavage, fluorescence polarization; 0% vehicle, 100% cell-free pure enzyme wells. activation, % at 5.96 µM;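 active = activation above the mean of all tested compounds plus 3 SD, set per screening campaign, cut at about 17% in these data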
p-CIP stab down – p/CIP protein destabilization; 290,000 tested, 0.01% active; Q05BA5; F442A p/CIP-EGFP cells, EGFP fluorescence, 16 h; decrease of EGFP signal, % at 10 µM;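 active = EGFP signal decrease of at least 30% at 10 µM or well 3 SD below plate mean, unless failing retest; inactive = the rest, including hits failing retest or dose response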; note: some compounds called inactive have numbers as strong as hits; many of its hits are not listed in these tables
Target sequence (Q05BA5 1-1403): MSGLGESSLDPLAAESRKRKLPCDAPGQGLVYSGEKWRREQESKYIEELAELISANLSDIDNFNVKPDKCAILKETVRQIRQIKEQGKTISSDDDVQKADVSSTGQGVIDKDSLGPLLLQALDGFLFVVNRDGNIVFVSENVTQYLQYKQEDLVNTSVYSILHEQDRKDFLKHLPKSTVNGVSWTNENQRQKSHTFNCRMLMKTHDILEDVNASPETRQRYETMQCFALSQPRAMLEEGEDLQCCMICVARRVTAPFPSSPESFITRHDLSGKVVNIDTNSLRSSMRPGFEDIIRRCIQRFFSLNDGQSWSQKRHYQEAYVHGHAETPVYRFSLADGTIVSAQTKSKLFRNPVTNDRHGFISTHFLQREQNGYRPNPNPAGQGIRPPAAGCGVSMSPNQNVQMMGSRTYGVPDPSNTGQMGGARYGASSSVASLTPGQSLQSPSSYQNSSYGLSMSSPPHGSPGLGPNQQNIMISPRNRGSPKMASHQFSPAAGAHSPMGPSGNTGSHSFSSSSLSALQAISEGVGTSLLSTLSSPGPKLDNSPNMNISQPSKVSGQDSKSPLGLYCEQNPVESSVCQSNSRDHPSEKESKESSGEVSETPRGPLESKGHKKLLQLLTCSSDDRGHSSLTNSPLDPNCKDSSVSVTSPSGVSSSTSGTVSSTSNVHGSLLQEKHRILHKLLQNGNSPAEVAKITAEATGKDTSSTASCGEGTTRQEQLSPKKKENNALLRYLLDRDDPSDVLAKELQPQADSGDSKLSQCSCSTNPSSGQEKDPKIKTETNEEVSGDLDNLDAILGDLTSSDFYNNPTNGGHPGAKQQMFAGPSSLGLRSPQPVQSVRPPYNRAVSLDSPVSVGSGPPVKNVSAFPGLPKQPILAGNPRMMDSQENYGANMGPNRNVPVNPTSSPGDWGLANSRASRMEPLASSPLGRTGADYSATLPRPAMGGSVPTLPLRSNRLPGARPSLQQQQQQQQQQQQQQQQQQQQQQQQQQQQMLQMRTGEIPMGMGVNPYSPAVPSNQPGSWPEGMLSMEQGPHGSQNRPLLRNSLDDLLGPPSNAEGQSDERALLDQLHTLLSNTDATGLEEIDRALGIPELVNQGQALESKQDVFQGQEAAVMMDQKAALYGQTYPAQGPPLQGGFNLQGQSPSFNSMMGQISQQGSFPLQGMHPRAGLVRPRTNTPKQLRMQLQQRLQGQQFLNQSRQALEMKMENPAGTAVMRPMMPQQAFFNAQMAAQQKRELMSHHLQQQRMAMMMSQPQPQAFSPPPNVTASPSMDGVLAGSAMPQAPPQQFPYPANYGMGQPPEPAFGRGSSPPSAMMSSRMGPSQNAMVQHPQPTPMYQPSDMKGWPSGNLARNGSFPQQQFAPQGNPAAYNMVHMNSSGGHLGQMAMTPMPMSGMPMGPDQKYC
IMP-1 inh – blocks Pseudomonas aeruginosa IMP-1 metallo-beta-lactamase. AID 1556. inhibition, % at 5.6 µM. purified IMP-1, nitrocefin hydrolysis, epi-absorbance fluorescence. 290,000 tested, 0.45% active;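 active = inhibition above the mean plus 3 SD of all compounds in the same screening run, cut at about 4.5% in these data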;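 note: 0% = IMP-1 with DMSO and 100% = DMSO wells lacking enzyme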
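System: Purified IMP-1 | Read-out basis: Percent enzyme inhibition | Controls: IMP-1 with DMSO as 0%, enzyme-free DMSO as 100% | Replicates: One well per compound | Doses: 5.6 µM nominal single concentration | Detection: Epi-absorbance fluorescence, 480 nm excitation, 530 nm emission | Incubation: 25 °C, 15 min preincubation, 25 min reaction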
* marks the source's active call; other numbers are inactive results; x = no result given.

Preview, two compounds:
SMILES	HCV NS3 hel inh	UBC9 SUMO inh	M18AAP inhibitor	FID counter	IDE inh	VIM-2 inhibitor	IDE cell activ	p-CIP stab down	IMP-1 inh
COc1ccccc1CCC(=O)Nc1ccc2c(c1)CN(Cc1ccc(C)o1)CC2	-1	18	-6	-21	-1	-0.5	-3	-14	-0.4
Cc1cc(C)nc(SCC(=O)N/N=C/c2cccn2-c2ccc(O)cc2)n1	11	19	-4	-16	5	-3.8	5	-6	-4.2

The listing, repeating the preview:
SMILES	HCV NS3 hel inh	UBC9 SUMO inh	M18AAP inhibitor	FID counter	IDE inh	VIM-2 inhibitor	IDE cell activ	p-CIP stab down	IMP-1 inh
COc1ccccc1CCC(=O)Nc1ccc2c(c1)CN(Cc1ccc(C)o1)CC2	-1	18	-6	-21	-1	-0.5	-3	-14	-0.4
Cc1cc(C)nc(SCC(=O)N/N=C/c2cccn2-c2ccc(O)cc2)n1	11	19	-4	-16	5	-3.8	5	-6	-4.2
O=C1CNC(=S)N1C(CO)c1ccccc1 (configuration not stated)	19	-14	11	-13	2	-1.0	-4	-11	-0.6
COc1ccc(C(=O)c2coc3ccc(O)c(CN4CCCCC4)c23)cc1	-5	16	0	4	3	-2.1	-1	-2	-3.0
CC(=O)Nc1ccc(S(=O)(=O)NC2(C(F)(F)F)NC(=O)N(Cc3ccccc3)C2=O)cc1 (configuration not stated)	1	13	-8	-6	4	1.8	2	-8	-1.8
OCCC1CN(Cc2cccc3nccnc23)CCN1Cc1ccc(F)c(F)c1 (configuration not stated)	0	8	-1	-8	5	-2.4	2	-4	-3.9
COc1ccc(/C=N/NC(=O)COc2cccc3ccccc23)c(C(=O)O)c1OC	-2	15	-9	-33	2	-2.7	-2	-24	-3.1
CCOC(=O)N/N=C\c1ccc(OC(=O)c2ccco2)cc1	4	20	-3	-8	4	-6.4	2	-4	-4.2
CCN(Cc1cnn(C)c1)Cc1nc(C(c2ccccc2)c2ccccc2)no1	-6	6	0	-32	-1	-1.1	1	-17	-0.9
CCOC(=O)NC(=O)c1cn(-c2ccc(OC)cc2)c(=O)[nH]c1=O	0	0	-4	-3	-3	-1.4	-1	16	-2.1
Cn1c(=O)c2c(ncn2Cc2cccc(Cl)c2)n(C)c1=O	9	25	-5	-12	1	0.1	3	-18	0.7
OCCC1CN(Cc2cccn2-c2ccccn2)CCN1C1CCCCC1 (configuration not stated)	-2	21	4	3	2	-1.3	-6	-6	-3.2
CCC(CC)c1nc(C#N)c(NCc2ccccc2)o1	3	10	21	-17	7	1.8	-3	-7	-0.6
O=C(Cc1ccccc1)Nc1ccccc1C(=O)N1CCCCCC1	3	-7	-11	-6	3	-0.9	0	-12	-1.5
Cc1nnc(SCC(=O)c2ccccc2)n1Cc1ccccc1	4	-3	-6	-17	3	-2.0	5	5	-3.4
CC1CCCC(NC(=O)c2ccc3c(c2)N(Cc2ccccc2)C(=O)CS3=O)C1C (configuration not stated)	1	2	3	-16	1	-2.3	1	-17	-1.6
CC(=O)Nc1ccc(-c2nnc(SCc3ccccc3C#N)n2C)cc1	-1	15	-2	-3	3	-0.3	6	-9	-2.4
C/C(=N\NC(=O)CN1CCN(S(=O)(=O)c2ccc(C)cc2)CC1)c1cccnc1	-1	1	-4	-10	0	-3.4	5	-5	-1.3
COc1ccc(N2CCc3c(C)nc4c(OC)cccc4c32)cc1	-6	0	-5	4	1	12*	7	-6	-1.8
CNC(=S)N/N=C/c1ccc(N2CCOCC2)s1	3	10	22	5	1	-2.7	2	2	-1.0

Given in CSV form: part of the list above
Compound,HCV NS3 hel inh,UBC9 SUMO inh,M18AAP inhibitor,FID counter,IDE inh,VIM-2 inhibitor,IDE cell activ,p-CIP stab down,IMP-1 inh
CC(=O)Nc1ccc(S(=O)(=O)NC2(C(F)(F)F)NC(=O)N(Cc3ccccc3)C2=O)cc1 (configuration not stated),1,13,-8,-6,4,1.8,2,-8,-1.8
OCCC1CN(Cc2cccc3nccnc23)CCN1Cc1ccc(F)c(F)c1 (configuration not stated),0,8,-1,-8,5,-2.4,2,-4,-3.9
COc1ccc(/C=N/NC(=O)COc2cccc3ccccc23)c(C(=O)O)c1OC,-2,15,-9,-33,2,-2.7,-2,-24,-3.1
CCOC(=O)N/N=C\c1ccc(OC(=O)c2ccco2)cc1,4,20,-3,-8,4,-6.4,2,-4,-4.2
CCN(Cc1cnn(C)c1)Cc1nc(C(c2ccccc2)c2ccccc2)no1,-6,6,0,-32,-1,-1.1,1,-17,-0.9
CCOC(=O)NC(=O)c1cn(-c2ccc(OC)cc2)c(=O)[nH]c1=O,0,0,-4,-3,-3,-1.4,-1,16,-2.1
Cn1c(=O)c2c(ncn2Cc2cccc(Cl)c2)n(C)c1=O,9,25,-5,-12,1,0.1,3,-18,0.7
OCCC1CN(Cc2cccn2-c2ccccn2)CCN1C1CCCCC1 (configuration not stated),-2,21,4,3,2,-1.3,-6,-6,-3.2
CCC(CC)c1nc(C#N)c(NCc2ccccc2)o1,3,10,21,-17,7,1.8,-3,-7,-0.6
O=C(Cc1ccccc1)Nc1ccccc1C(=O)N1CCCCCC1,3,-7,-11,-6,3,-0.9,0,-12,-1.5
Cc1nnc(SCC(=O)c2ccccc2)n1Cc1ccccc1,4,-3,-6,-17,3,-2.0,5,5,-3.4
CC1CCCC(NC(=O)c2ccc3c(c2)N(Cc2ccccc2)C(=O)CS3=O)C1C (configuration not stated),1,2,3,-16,1,-2.3,1,-17,-1.6
CC(=O)Nc1ccc(-c2nnc(SCc3ccccc3C#N)n2C)cc1,-1,15,-2,-3,3,-0.3,6,-9,-2.4
C/C(=N\NC(=O)CN1CCN(S(=O)(=O)c2ccc(C)cc2)CC1)c1cccnc1,-1,1,-4,-10,0,-3.4,5,-5,-1.3
COc1ccc(N2CCc3c(C)nc4c(OC)cccc4c32)cc1,-6,0,-5,4,1,12*,7,-6,-1.8
CNC(=S)N/N=C/c1ccc(N2CCOCC2)s1,3,10,22,5,1,-2.7,2,2,-1.0

Additional structures.
SMILES	HCV NS3 hel inh	UBC9 SUMO inh	M18AAP inhibitor	FID counter	IDE inh	VIM-2 inhibitor	IDE cell activ	p-CIP stab down	IMP-1 inh
COc1cccc(CNC(=O)CCNC(=O)C2CCN(S(=O)(=O)c3ccc(F)cc3)CC2)c1	-8	x	-3	-26	2	-1.4	-1	-9	-1.0
COc1cccc(N2CC(C(=O)Nc3nnc(SCC(=O)N4CCCC4)s3)CC2=O)c1 (configuration not stated)	14	15	-3	-35	-3	-0.7	4	-9	-0.2
Cc1ccc(Oc2nc(-c3ccccc3)ncc2S(=O)(=O)c2ccc(C)cc2)cc1	-1	9	1	0	8	-0.5	-2	-1	-1.1
COC(=O)c1nn(-c2cccc(Cl)c2)ccc1=O	-3	16	-3	-5	8	-0.5	0	4	-0.7
CCCc1cc(C(=O)Nc2ccc(Cl)cn2)cs1	1	-7	4	-13	x	-2.0	-6	3	-1.9
O=[N+]([O-])C1C(c2ccccc2)=NOC1c1ccccc1O (configuration not stated)	9	3	4	4	-1	-1.6	-1	-6	-2.3
O=C(Cc1ccc(-n2c(=O)c3ccccc3n(Cc3cccc([N+](=O)[O-])c3)c2=O)cc1)NCC1CCCO1 (configuration not stated)	0	-3	-17	-4	3	-0.9	x	-1	0.1
Cc1ccc(-c2c(C)n([O-])c3c([n+]2=O)CCCCC3)cc1	10	-1	0	-1	-3	-2.5	5	-8	-1.8
CCCC(=O)Nc1nc(CC(=O)OCC)cs1	3	11	2	5	0	-1.6	-3	2	-4.0
COc1ccc(CCNC(=O)Cn2nc(C)n3nc(-c4ccccc4)cc3c2=O)cc1OC	-7	0	2	-31	8	-2.7	9	-5	-3.9
CCc1cc(=O)oc2cc(C)cc(OCC(=O)NCC(O)c3ccccc3)c12 (configuration not stated)	2	22	-2	-40	6	-1.7	-1	7	-4.9
Cc1cc2nc3c(nc2cc1C)CCCC3	-5	4	4	-9	4	-0.3	-4	-7	-3.6
S=c1[nH]ncn1/N=C/c1ccc(N2CCOCC2)cc1	-3	11	31*	-1	-4	-1.9	0	0	-6.0
CC(C)CCNC(=O)c1cc(-c2cccs2)nc2ccccc12	-5	20	-3	-24	1	-2.0	0	-21	-2.2
CCOC(=O)N1CCN(C(=O)c2ccccc2NC(=O)c2ccc(C(C)(C)C)cc2)CC1	11	10	4	-36	0	-3.1	2	-15	-3.1
Cc1ccc(S(=O)(=O)N=C2SCCCS2)cc1	4	3	5	-1	3	2.3	-2	3	-2.4
COc1ccc(OC)c(NC(=O)CS(=O)(=O)Cc2nc(-c3ccccc3C)oc2C)c1	-8	3	4	-30	-1	-5.4	5	-14	-2.7
C=CCOc1ccc(/C=N/NC(=O)C(=O)Nc2ccccn2)cc1OC	16	8	-4	-12	5	0.0	-9	-10	-0.2
COc1ccc(C2C(C#N)=C(/N=C/N3CCN(C)CC3)OC3=C2C(=O)CC(C)(C)C3)cc1OC (configuration not stated)	-7	5	12	-1	-3	-4.0	1	-20	-1.3
CC1CCN(C(=O)CSc2nc3c(cnn3-c3ccc(Cl)cc3)c(=O)[nH]2)CC1	3	10	0	-2	3	-3.3	6	-1	-3.7
CC1=C(C(N)=O)C(c2ccccn2)n2nc(SCc3ccccc3Cl)nc2N1 (configuration not stated)	13	2	-13	-8	2	-1.8	1	-2	-4.1
O=C(O)c1ccccc1-c1ccccc1C(=O)NNc1ccc([N+](=O)[O-])cc1	38*	10	53*	-14	5	2.1	7	-1	0.2
CC(C)NC(=O)CN(C(=O)CCC(=O)Nc1nccs1)c1ccc(C(C)C)cc1	5	-4	-5	-37	2	-2.6	0	-7	-3.3
CN(C)CCCNS(=O)(=O)c1ccc(N2CCC(c3ccc(Cl)cc3)=N2)cc1	-19	65*	11	37*	-3	1.2	x	-10	-0.9
C=CCn1c(Sc2ccccc2)nc2c1c(=O)[nH]c(=O)n2C	-6	3	-1	-6	2	-0.1	-1	-5	-3.7
COc1ccc(F)cc1S(=O)(=O)Nc1cccc(C(=O)O)c1	-5	-5	-1	-4	-3	-2.1	3	-9	-2.9
